NFkB SMM = NF-kappa-B p105 (human) binding | P19838 | Small molecule microarray, anti-His fluorescence binding | calls only | actives 1.3% (n = 17,000);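 active means spot fluorescence over background significantly raised, with a chance value under 7% in all four replicate spots of the compound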;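 further: probe protein is his-tagged human p50 processed subunit at 1 µg/ml; raw spot fluorescence signals with no normalization applied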
Target sequence (P19838 1-433 limits assumed): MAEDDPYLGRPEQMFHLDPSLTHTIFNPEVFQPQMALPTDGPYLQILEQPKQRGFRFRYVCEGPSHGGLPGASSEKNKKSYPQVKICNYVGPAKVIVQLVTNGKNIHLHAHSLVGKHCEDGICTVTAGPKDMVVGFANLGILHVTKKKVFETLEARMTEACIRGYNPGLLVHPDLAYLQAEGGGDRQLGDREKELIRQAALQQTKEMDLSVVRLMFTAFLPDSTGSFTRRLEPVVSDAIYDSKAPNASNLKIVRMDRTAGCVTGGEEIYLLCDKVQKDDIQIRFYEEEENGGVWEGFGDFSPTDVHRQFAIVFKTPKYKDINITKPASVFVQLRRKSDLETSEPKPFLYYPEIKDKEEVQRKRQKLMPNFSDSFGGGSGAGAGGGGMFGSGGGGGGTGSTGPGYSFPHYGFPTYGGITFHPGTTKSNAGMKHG
Calls only. This is a subset; the hit share may differ from the screen's.

For Cc1nnc(SCc2ccc(C(=O)c3ccc(Cl)cc3)o2)n1-c1ccccc1 the results were NFkB SMM inactive.
`C[C@H](CO)N1C[C@H](C)[C@@H](CN(C)Cc2ccncc2)Oc2ccc(NC(=O)Nc3ccc(C(F)(F)F)cc3)cc2CC1=O` gave NFkB SMM inactive.
Screening Cc1noc(C)c1NC(=O)Nc1ccc2c(c1)C(=O)N([C@@H](C)CO)C[C@H](C)[C@@H](CN(C)C(=O)Nc1c(C)noc1C)OCCCC[C@H](C)O2 returned NFkB SMM inactive.
For C[C@@H]1CN([C@H](C)CO)C(=O)CCCn2cc(nn2)CO[C@H]1CN(C)C(=O)Nc1ccc(-c2cccs2)cc1 the results were NFkB SMM inactive.
For CCOC(=O)c1cc(COc2ccc3oc4ccccc4c3c2)c(C)o1 the results were NFkB SMM inactive.
For COc1ccc(C(=O)CSc2nnc(CC(C)O)n2C)cc1 (stereo not given) the results were NFkB SMM inactive.
Screening CC(C)NC(=O)Nc1ccc2c(c1)C(=O)N([C@H](C)CO)C[C@H](C)[C@H](CN(C)CC1CC1)O2 returned NFkB SMM inactive.
Cc1ccnc(SCc2cccc(C(=O)O)c2)n1 was read as NFkB SMM inactive.
c1ccc(-c2nn3c(C4COc5ccccc5O4)nnc3s2)cc1 (stereo not given) was read as NFkB SMM inactive.
For Cc1ccc(-n2c(SCC(=O)Nc3ccccc3F)nnc2-c2ccccc2)cc1C the results were NFkB SMM inactive.
For C[C@H]1CCCCO[C@H](CN(C)S(=O)(=O)c2ccc(F)cc2)[C@@H](C)CN([C@@H](C)CO)C(=O)c2cc(NC(=O)Nc3ccccc3)ccc2O1 the results were NFkB SMM inactive.
For O=C(CCc1nc(-c2ccccc2)no1)Nc1ccc([N+](=O)[O-])cc1 the results were NFkB SMM inactive.
Screening C[C@@H]1CN([C@H](C)CO)C(=O)c2cc(N(C)C)ccc2O[C@@H](C)CCCCO[C@H]1CN(C)C(=O)c1ccncc1 returned NFkB SMM inactive.
For C[C@H]1CN([C@@H](C)CO)C(=O)c2cccc(NC(=O)c3nc4ccccc4s3)c2O[C@@H]1CN(C)C(=O)Nc1ccccc1 the results were NFkB SMM inactive.
`COc1ccc(OC)c(NC(=O)c2cnn(-c3ccccc3Cl)c2NC(=O)c2ccco2)c1` gave NFkB SMM inactive.
`CCS(=O)(=O)CCSc1nc(C)c(C(=O)Nc2ccccc2)c(-c2ccccc2)c1C#N` gave NFkB SMM inactive.
Screening COCCNC(=O)c1c(NC(=O)c2ccccc2C)sc2c1CCCC2 returned NFkB SMM inactive.
Screening C[C@@H]1CN([C@H](C)CO)C(=O)c2cccc(NC(=O)c3cnccn3)c2O[C@@H]1CN(C)C(=O)Nc1ccccc1 returned NFkB SMM inactive.
Screening COCCOC(=O)N1C(=O)[C@@]2(c3cc(C#CC4=CCCCC4)ccc31)[C@H](C(N)=O)[C@H]1C(=O)O[C@H](c3ccccc3)[C@H](c3ccccc3)N1[C@@H]2c1ccc(O)cc1 returned NFkB SMM inactive.
C[C@@H]1CN([C@H](C)CO)C(=O)Cc2cc(NC(=O)Cc3ccccc3)ccc2O[C@H]1CN(C)C(=O)Nc1ccc2c(c1)OCO2 was read as NFkB SMM inactive.
`C[C@@H]1CCCCO[C@H](CN(C)C(=O)CCCN(C)C)[C@H](C)CN([C@H](C)CO)C(=O)c2cc(N(C)C)ccc2O1` gave NFkB SMM inactive.
`C[C@H]1CN([C@@H](C)CO)C(=O)c2cc(NS(=O)(=O)c3cccs3)ccc2O[C@@H]1CN(C)Cc1ccc(-c2ccccc2)cc1` gave NFkB SMM inactive.
For C[C@@H]1CCCCO[C@H](CN(C)S(=O)(=O)c2cn(C)cn2)[C@@H](C)CN([C@@H](C)CO)C(=O)c2cc(NS(C)(=O)=O)ccc2O1 the results were NFkB SMM inactive.
For C[C@H]1CCCCO[C@H](CN(C)S(=O)(=O)c2cn(C)cn2)[C@@H](C)CN([C@@H](C)CO)C(=O)c2cc(NS(C)(=O)=O)ccc2O1 the results were NFkB SMM inactive.
For CCC(=O)O[C@@H]1CC(=O)O[C@H](C)C/C=C\C=C\[C@@H](O)[C@H](C)C[C@H](CC=O)[C@H](OC2O[C@H](C)[C@@H](O[C@H]3C[C@@](C)(O)[C@@H](OC(=O)CC)[C@H](C)O3)[C@H](N(C)C)[C@H]2O)[C@H]1OC (stereo not given in full) the results were NFkB SMM inactive.
`CNC[C@@H]1OCCCC[C@H](C)Oc2ccc(NC(=O)Nc3ccccc3)cc2C(=O)N([C@H](C)CO)C[C@H]1C` gave NFkB SMM inactive.
`C[C@@H]1CN([C@H](C)CO)C(=O)Cc2cc(NS(C)(=O)=O)ccc2O[C@H]1CN(C)Cc1ccc(-c2ccccc2)cc1` gave NFkB SMM inactive.
COc1cc(NS(=O)(=O)c2ccc(NC(=O)C34CC5CC(CC(C5)C3)C4)cc2)ncn1 was read as NFkB SMM inactive.
Screening C[C@H]1CN([C@@H](C)CO)C(=O)c2cc(NC(=O)Nc3ccc4c(c3)OCO4)ccc2O[C@@H]1CN(C)Cc1ccc(C(=O)O)cc1 returned NFkB SMM inactive.
Clc1ccccc1CNCC1CCC(CNCc2ccccc2Cl)CC1 (stereo not given) was read as NFkB SMM inactive.
C[C@@H]1CN([C@H](C)CO)C(=O)c2cc(NC(=O)Nc3ccc4c(c3)OCO4)ccc2O[C@H]1CN(C)S(=O)(=O)c1cccs1 was read as NFkB SMM inactive.
For C[C@@H]1CN([C@@H](C)CO)C(=O)c2cccc(NC(=O)Nc3ccc(F)cc3)c2O[C@@H]1CN(C)Cc1ccccc1 the results were NFkB SMM inactive.
CC(C)NC(=O)N(C)C[C@@H]1Oc2ccc(NS(=O)(=O)c3cn(C)cn3)cc2CC(=O)N([C@@H](C)CO)C[C@H]1C was read as NFkB SMM inactive.
`COc1ccc([Si](C)(C)[C@@H]2[C@@H](CCO)O[C@]3(C(=O)N(c4ccccc4)c4ccccc43)[C@H]2C)cc1` gave NFkB SMM inactive.
For COC(=O)CNC(=O)c1cc(-c2ccncc2)nc2ccc(C)cc12 the results were NFkB SMM inactive.
Cc1cc(C)nc(NS(=O)(=O)c2ccc(NC(=O)c3cccs3)cc2)n1 was read as NFkB SMM inactive.
Screening O=C(CCNc1ccc(Oc2ccccc2)cc1)c1ccco1 returned NFkB SMM inactive.
`Cc1nc(SCCCSc2n[nH]c(C)n2)n[nH]1` gave NFkB SMM inactive.
C[C@@H]1CN([C@H](C)CO)C(=O)c2cccc(NS(=O)(=O)c3cccs3)c2O[C@H]1CN(C)C(=O)Nc1cccc2ccccc12 was read as NFkB SMM inactive.
O=C(/C=C/c1ccc(O)cc1)NCC(O)c1ccc(O)cc1 (stereo not given) was read as NFkB SMM inactive.

Three entries picked at random from those above:
`C[C@@H]1CN([C@H](C)CO)C(=O)Cc2cc(NS(C)(=O)=O)ccc2O[C@H]1CN(C)Cc1ccc(-c2ccccc2)cc1` gave NFkB SMM inactive.
`C[C@@H]1CCCCO[C@H](CN(C)C(=O)CCCN(C)C)[C@H](C)CN([C@H](C)CO)C(=O)c2cc(N(C)C)ccc2O1` gave NFkB SMM inactive.
Cc1cc(C)nc(NS(=O)(=O)c2ccc(NC(=O)c3cccs3)cc2)n1 was read as NFkB SMM inactive.

Other records
Screening CC1(C)CC(=O)C2=C(C1)N(Cc1cccnc1)C(=O)C2(NC(=O)C1CC1)C(F)(F)F (stereo not given) returned NFkB SMM inactive.
Screening CCOC(=O)C1C2C=CC3(O2)C1C(=O)N(Cc1ccccc1)C3C(=O)NCc1ccccc1 (stereo not given) returned NFkB SMM inactive.
Clc1ccc(-c2nc3sccn3c2/C=N/OCc2ccc(Cl)c(Cl)c2)cc1 was read as NFkB SMM inactive.
O=C(Cn1nnc(-c2ccccc2F)n1)NCc1ccco1 was read as NFkB SMM inactive.
COc1ccc(NC(=O)N(C)C[C@H]2Oc3c(NC(=O)c4ccc(-c5nccs5)cc4)cccc3C(=O)N([C@@H](C)CO)C[C@@H]2C)cc1 was read as NFkB SMM inactive.
Screening C[C@H]1CN([C@@H](C)CO)C(=O)c2cccc(NC(=O)c3ccncc3)c2O[C@@H]1CN(C)Cc1ccc(Oc2ccccc2)cc1 returned NFkB SMM inactive.
C[C@@H]1CCCCO[C@@H](CN(C)C(=O)c2ccccc2)[C@H](C)CN([C@@H](C)CO)C(=O)c2cc(NS(C)(=O)=O)ccc2O1 was read as NFkB SMM inactive.
`CCCCCC[C@H](O)/C=C/CC1C(=O)CC[C@H](O)C1=O` (stereo not given in full) gave NFkB SMM inactive.
Screening C[C@@H]1CCCCO[C@@H](CN(C)Cc2ccc(C(=O)O)cc2)[C@@H](C)CN([C@@H](C)CO)C(=O)c2cc(NS(=O)(=O)c3cccs3)ccc2O1 returned NFkB SMM inactive.
Screening C[C@@H]1CN([C@@H](C)CO)C(=O)c2cccc(NS(=O)(=O)c3cn(C)cn3)c2O[C@@H]1CN(C)C(=O)NC1CCCCC1 returned NFkB SMM inactive.
`C[C@@H]1CN([C@@H](C)CO)C(=O)Cc2cc(NC(=O)C3CC3)ccc2O[C@@H]1CN(C)C` gave NFkB SMM inactive.
For COC(=O)C1=CO[C@@H](O[C@@H]2O[C@H](CO)[C@@H](O)[C@H](O)[C@H]2O)[C@H]2[C@@H]1C=CC21C=C([C@H](C)O)C(=O)O1 (stereo not given in full) the results were NFkB SMM inactive.
`C[C@@H]1CN([C@H](C)CO)C(=O)c2cccc(NC(=O)C3CCCCC3)c2O[C@H]1CN(C)CC1CC1` gave NFkB SMM inactive.
C[C@H]1CN([C@@H](C)CO)C(=O)Cc2cc(NS(C)(=O)=O)ccc2O[C@@H]1CN(C)S(=O)(=O)c1cn(C)cn1 was read as NFkB SMM inactive.
`C[C@@H]1CN([C@@H](C)CO)C(=O)Cc2cc(N(C)C)ccc2O[C@H]1CN(C)C(=O)Nc1cccc2ccccc12` gave NFkB SMM inactive.
Screening C[C@H]1CN([C@@H](C)CO)C(=O)c2cc(NS(=O)(=O)c3cn(C)cn3)ccc2O[C@H]1CN(C)C(=O)Nc1ccc2c(c1)OCO2 returned NFkB SMM inactive.
`Cc1[nH]c2ccccc2c1/C=C/c1nc2ccccc2c(=O)n1CCCO` gave NFkB SMM inactive.
Screening CCN1CCN(C(=O)CSc2nc(-c3ccc(OC)c(OC)c3)cc(C(F)(F)F)n2)CC1 returned NFkB SMM inactive.
`CNC[C@H]1OCCCC[C@@H](C)Oc2ccc(N(C)C)cc2C(=O)N([C@H](C)CO)C[C@@H]1C` gave NFkB SMM inactive.
`COc1ccc(S(=O)(=O)Nc2ccc3c(c2)CC(=O)N([C@H](C)CO)C[C@@H](C)[C@@H](CN(C)C(=O)NC(C)C)O3)cc1` gave NFkB SMM inactive.
C[C@H]1CN([C@@H](C)CO)C(=O)c2cc(NC(=O)C3CC3)ccc2O[C@H]1CN(C)Cc1ccc(Cl)c(Cl)c1 was read as NFkB SMM inactive.
`C=C1[C@]2(C)C[C@@H]3C(=C)[C@@]4(C=CC(=O)OC4(C)C)CC[C@@]3(C)[C@]13C(=O)O[C@H](C)[C@]3(O)C2=O` gave NFkB SMM inactive.
`CNC(=O)CN(c1cc(C)ccc1OC)S(C)(=O)=O` gave NFkB SMM inactive.
For COc1cc(/C=C/C(=O)O[C@@H]2O[C@H](CO[C@@H]3O[C@H](CO)[C@@H](O)[C@H](O)[C@H]3O)[C@@H](O)[C@H](O)[C@H]2OC(=O)/C=C/c2cc(OC)c(O)c(OC)c2)cc(OC)c1O the results were NFkB SMM inactive.
For C[C@@H]1CN([C@@H](C)CO)C(=O)c2cc(NC(=O)c3ccncc3)ccc2O[C@H]1CN(C)C(=O)Nc1ccc(F)cc1 the results were NFkB SMM inactive.
C=C1[C@H](O)C[C@H]2[C@@H](/C=C(\C)C(=O)[C@@]3(O)C[C@H](C)[C@H](O)[C@@H]3[C@H]1O)C2(C)C was read as NFkB SMM inactive.
Screening Cc1noc(C)c1S(=O)(=O)N(C)C[C@H]1Oc2ccc(N(C)C)cc2CC(=O)N([C@@H](C)CO)C[C@H]1C returned NFkB SMM inactive.
C[C@H](CO)N1C[C@H](C)[C@@H](CN(C)Cc2ccc(-c3ccccc3)cc2)Oc2ccc(NS(=O)(=O)c3cccs3)cc2CC1=O was read as NFkB SMM inactive.
For CC(C)NC(=O)N(C)C[C@H]1Oc2ccc(NS(=O)(=O)c3cn(C)cn3)cc2CC(=O)N([C@@H](C)CO)C[C@H]1C the results were NFkB SMM inactive.
For COc1ccc(S(=O)(=O)N(C)C[C@H]2Oc3ccc(NC(=O)c4ccncc4)cc3C(=O)N([C@H](C)CO)C[C@@H]2C)cc1 the results were NFkB SMM inactive.
For Cc1ccc([N+](=O)[O-])cc1NC(=O)CSc1nnnn1C1CC2CCC1C2 (stereo not given) the results were NFkB SMM inactive.
`CCOC(=O)C1=C(Cn2cnc3ccccc32)NC(=O)NC1c1cc(C)ccc1C` (stereo not given) gave NFkB SMM inactive.

Structures shown so far with an aryl methoxy group (10):
For COc1ccc(C(=O)CSc2nnc(CC(C)O)n2C)cc1 (stereo not given) the results were NFkB SMM inactive.
`COc1ccc(OC)c(NC(=O)c2cnn(-c3ccccc3Cl)c2NC(=O)c2ccco2)c1` gave NFkB SMM inactive.
COc1cc(NS(=O)(=O)c2ccc(NC(=O)C34CC5CC(CC(C5)C3)C4)cc2)ncn1 was read as NFkB SMM inactive.
`COc1ccc([Si](C)(C)[C@@H]2[C@@H](CCO)O[C@]3(C(=O)N(c4ccccc4)c4ccccc43)[C@H]2C)cc1` gave NFkB SMM inactive.
COc1ccc(NC(=O)N(C)C[C@H]2Oc3c(NC(=O)c4ccc(-c5nccs5)cc4)cccc3C(=O)N([C@@H](C)CO)C[C@@H]2C)cc1 was read as NFkB SMM inactive.
Screening CCN1CCN(C(=O)CSc2nc(-c3ccc(OC)c(OC)c3)cc(C(F)(F)F)n2)CC1 returned NFkB SMM inactive.
`COc1ccc(S(=O)(=O)Nc2ccc3c(c2)CC(=O)N([C@H](C)CO)C[C@@H](C)[C@@H](CN(C)C(=O)NC(C)C)O3)cc1` gave NFkB SMM inactive.
`CNC(=O)CN(c1cc(C)ccc1OC)S(C)(=O)=O` gave NFkB SMM inactive.
For COc1cc(/C=C/C(=O)O[C@@H]2O[C@H](CO[C@@H]3O[C@H](CO)[C@@H](O)[C@H](O)[C@H]3O)[C@@H](O)[C@H](O)[C@H]2OC(=O)/C=C/c2cc(OC)c(O)c(OC)c2)cc(OC)c1O the results were NFkB SMM inactive.
For COc1ccc(S(=O)(=O)N(C)C[C@H]2Oc3ccc(NC(=O)c4ccncc4)cc3C(=O)N([C@H](C)CO)C[C@@H]2C)cc1 the results were NFkB SMM inactive.

Compound activity: PubChem, Broad Institute
